Cl transport mod = modulators of human KCC2 chloride dependent transport. AID 1456. KCC2 cells, thallium flux FluoZin-2 fluorescence. B-score of Tl+ flux slope (higher = more flux/activation; lower = inhibition) at 10 µM. 190,000 compounds, 2.2% hits;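 active means thallium flux slope and its plate-corrected score both differing from the plate sample mean at a set confidence after two filtering rounds, in either direction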;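 further: slope of fluorescence scaled to starting intensity during 10 to 20 s after thallium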
EBV gp42 block = inhibitors of Epstein-Barr virus glycoprotein 42; 220,000 compounds, 0.42% hits; AID 1085; inhibition, % (tested at 21.74 µM); Q1HVG2; Fluorescence polarization binding assay, mP read-out; in the data active means inhibition above about 50%
14-3-3 Bad inh = disrupts binding of bovine 14-3-3 zeta to phospho-Bad peptide; TR-FRET 14-3-3zeta/Dy647-pBad peptide displacement, 1 h; 220,000 compounds, 0.71% hits; AID 781; inhibition, % at 21.7 µM;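 active means inhibition above about 70%, limit read from the data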;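 further: 0% = full 14-3-3 plus peptide FRET controls and 100% = background without 14-3-3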
Target sequence (P63103 whole entry, looked up): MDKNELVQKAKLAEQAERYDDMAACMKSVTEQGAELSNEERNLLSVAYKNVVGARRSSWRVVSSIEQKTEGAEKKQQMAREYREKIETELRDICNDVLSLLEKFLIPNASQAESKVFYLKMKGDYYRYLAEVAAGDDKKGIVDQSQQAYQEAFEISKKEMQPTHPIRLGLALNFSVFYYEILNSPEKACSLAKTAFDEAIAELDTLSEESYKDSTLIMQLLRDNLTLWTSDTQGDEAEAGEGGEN
thrombin 1536 = thrombin (human) inhibition. alpha-thrombin, Boc-VPR-AMC fluorogenic substrate cleavage. inhibition, % at 5 µM. 220,000 compounds, 0.26% hits;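 active means inhibition at or above 40%; inactive means inhibition below 40%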;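 further: 0% = enzyme with no compound and 100% = wells without enzyme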
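Material: Human alpha-thrombin protein | Buffer or medium: pH 7.5 Tris-saline with Tween 20 | Reagent: Boc-VPR-AMC substrate, 15 µM final | Schedule: Reaction at ambient temperature | Detection: AMC fluorescence at 355 nm excitation and 460 nm emission | Evaluation: Percent inhibition scaled between no-compound controls and no-enzyme blanks | Controls: no-compound enzyme wells and no-enzyme blanks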
eIF4E 4G PPI = eIF4E/eIF4G interaction inhibition in translation initiation | TR-FRET eIF4E-eIF4GI(517-606) binding, 2 h | 220,000 compounds, 0.37% hits | inhibition, % at 21.7 µM;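 further: 0% = full FRET control wells and 100% = background wells lacking eIF4GI fragment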
NCF1 inh = p47phox (human) inhibition | inhibition, % at 24.7 µM | p47phox/p22phox peptide binding, fluorescence polarization, 2 h | 220,000 compounds, 0.53% hits | AID 1274 | P14598;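 further: 0% = p47phox with labelled peptide and 100% = labelled peptide alone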
KLK5 inh = inhibitors of human kallikrein 5; Q9Y337; recombinant hK5, fluorogenic AMC substrate cleavage; inhibition, % at 5 µM; 210,000 compounds, 0.59% hits; AID 873;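 active means inhibition of 40% or more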;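 further: 0% = enzyme controls without compound and 100% = no-enzyme blanks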
Target sequence (Q9Y337 67-293 limits assumed): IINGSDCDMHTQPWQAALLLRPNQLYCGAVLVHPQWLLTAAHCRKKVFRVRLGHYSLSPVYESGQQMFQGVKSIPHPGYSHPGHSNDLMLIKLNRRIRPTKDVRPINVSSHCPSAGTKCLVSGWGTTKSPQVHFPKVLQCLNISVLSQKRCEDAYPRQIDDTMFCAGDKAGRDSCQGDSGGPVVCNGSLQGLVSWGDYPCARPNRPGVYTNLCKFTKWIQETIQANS
Furin inhibitor = blocks human furin protease activity; inhibition, % at 30 µM; 220,000 compounds, 0.061% hits; P09958; purified furin, fluorogenic substrate cleavage; in the data active means inhibition above about 25%; further: inactives centre near -15
Target sequence (P09958 108-714 limits assumed): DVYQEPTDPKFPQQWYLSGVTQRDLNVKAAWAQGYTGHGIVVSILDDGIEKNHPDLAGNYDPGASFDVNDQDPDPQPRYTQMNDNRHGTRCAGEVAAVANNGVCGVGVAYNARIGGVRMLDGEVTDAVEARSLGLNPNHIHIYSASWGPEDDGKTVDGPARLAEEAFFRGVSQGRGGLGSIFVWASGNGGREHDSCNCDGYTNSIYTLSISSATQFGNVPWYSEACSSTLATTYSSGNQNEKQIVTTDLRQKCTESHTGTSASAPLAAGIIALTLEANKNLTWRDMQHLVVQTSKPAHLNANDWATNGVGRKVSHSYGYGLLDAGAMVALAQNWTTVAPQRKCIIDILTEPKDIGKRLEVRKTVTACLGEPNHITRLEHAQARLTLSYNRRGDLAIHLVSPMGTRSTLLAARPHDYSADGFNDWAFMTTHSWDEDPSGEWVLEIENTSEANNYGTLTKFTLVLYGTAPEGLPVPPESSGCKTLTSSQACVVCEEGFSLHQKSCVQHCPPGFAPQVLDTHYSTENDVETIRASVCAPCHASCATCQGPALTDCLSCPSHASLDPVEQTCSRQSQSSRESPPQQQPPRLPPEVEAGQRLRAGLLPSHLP
Rad51 HR inh = blocks human Rad51 in homologous recombination | 200,000 compounds, 0.085% hits | Q06609 | AID 1385 | hRad51 DNA strand exchange, fluorescence dequenching | inhibition, % at 10 µM;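 active means inhibition above 40% at the single screening dose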;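 further: 0% = DMSO control wells and 100% = blanks with heterologous ssDNA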
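Material: Human Rad51 nucleoprotein filaments preassembled on unlabelled ssDNA | Also added: Labelled 47-mer dsDNA for strand exchange | Dosing: Single dose, 10 µM final compound | Schedule: 30-min compound preincubation and 15-min exchange, both room temperature | Technique: Fluorescence dequenching at 485/520 nm | Measure: Percent inhibition relative to plate controls and blanks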
* = called active by the depositor; . = no result given; [ ] = dose if it differs, or a comment.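 How the source made its calls, unless noted: active means inhibition above about 30% (limit read from the data); inactive means the rest.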

Value order – Cl transport mod | EBV gp42 block | 14-3-3 Bad inh | thrombin 1536 | eIF4E 4G PPI | NCF1 inh | KLK5 inh | Furin inhibitor | Rad51 HR inh
- CC(C)Oc1ccccc1/C=N/Nc1ccccc1[N+](=O)[O-]
 : -0.41 | 5 | 7 | 2 | 23 | -16 | -8 | -12 | 6
- CC(=O)c1cnc(SCCN2C(=O)c3ccccc3C2=O)nc1C
 : 0.37 | -14 | -6 | 4 | -12 | 8 | -2 | -3 | 3
- COc1ccc(CCNc2nc(-c3sc(N)nc3C)cs2)cc1OC
 : . | 3 | -3 | -3 | 1 | -26 | 13 | -14 | -6
- Cc1ccc(NC2=NC3(CCCC3)N=C(N)N2)c(C)c1
 : 0.62 | 0 | 3 | -6 | -2 | -1 | 1 | -16 | -7
- O=C(CSc1nc(C2CC2)nc2ccccc12)N1c2ccccc2Sc2ccc(C(F)(F)F)cc21
 : . | -10 | -18[fluorescence artefact?] | 0 | -22 | -19 | -20 | -17[20 µM] | 5
- COc1cccc(/C=N/NC(=O)CSCC(=O)Nc2ccccc2)c1O
 : -0.27 | -13 | -12[fluorescence artefact?] | -2 | -3[fluorescence artefact?] | -17 | -110 | -23 | 1
- COC(=O)CC1C(=O)NCCN1C(=S)Nc1cccc(C)c1 (stereo unspecified)
 : 1.4 | 5 | 8 | -3 | 0 | -10 | -21 | -2 | 5
- N#CCCN1CCN(C(=S)c2ccc(-c3cc(Cl)ccc3Cl)o2)CC1
 : . | 9 | -6 | 5 | 0 | -19 | 3 | -10 | .
- COC(=O)c1ccccc1Sc1ncnc2onc(C)c12
 : . | 6 | 5 | -7 | 11 | 1 | -5 | -20 | 5
- O=C(CN(CCc1ccccc1)C(=O)CNS(=O)(=O)c1ccc(F)cc1)NCc1ccco1
 : -1.7 | -17 | -4 | -2 | 7 | -13 | -11 | -6 | -5
- Cc1ccc(O)c(NC(=S)NC(=O)c2ccccc2Cl)c1
 : 0.022 | 11 | -9 | . | -12 | -4 | 0 | -31 | -3
- Cc1cc(OC(=O)c2ccc(S(=O)(=O)N3CCOCC3)cc2)c([N+](=O)[O-])c(=O)[nH]1
 : . | 5 | 4 | 1 | -3 | 2 | 11 | -4 | 0
- COc1ccccc1OC(=O)c1cc(Cl)nc2ccccc12
 : . | -2 | 0 | -6 | 10 | -12 | -12 | -28 | 0
- COc1ccc(-c2cc(C(F)(F)F)nc(N3CCCCC3)n2)cc1OC
 : . | 10 | -7 | -1 | 7 | -6 | -1 | -8 | -11
- O=C(CSc1n[nH]c(-c2ccncc2)n1)NC1CCS(=O)(=O)C1 (stereo unspecified)
 : -1 | -22 | -12[fluorescence artefact?] | -12 | 12 | -1 | -31 | -28 | -3
- CCOC(=O)CSc1nnc(-c2ccc(NS(=O)(=O)c3ccc(C)cc3)cc2)o1
 : 0.88 | -11 | 10 | 5 | -4 | -5 | 3 | -22[20 µM] | -8
- COc1cccc(CN2CCN(S(=O)(=O)c3ccc(Br)cc3)CC2)c1
 : 2 | -3 | 3 | -1 | -3 | 0 | -16 | -13[20 µM] | 4
- COc1ccc(/C=N/Nc2cc(C)nc(N)n2)cc1
 : 0.56 | -18 | 21 | -6 | 12[fluorescence artefact?] | -6 | -13 | 1 | -22
- CC(OC(=O)c1cc2ccccc2cc1O)C(=O)Nc1ccc(S(N)(=O)=O)cc1 (stereo unspecified)
 : . | -5 | 1 | 2 | -1 | -17 | 4 | -6 | -8
- CC1CN(C(=O)C2CCCCC2)C(C)CN1C(=O)C1CCCCC1 (stereo unspecified)
 : -0.53 | 20 | 1 | -5 | -4 | -3 | -10 | -23[20 µM] | -1
- COc1ccc(N2C(=O)CSC2c2ccncc2)cc1 (stereo unspecified)
 : -0.046 | -10 | 1 | 2 | 0 | 3 | 1 | -19 | 3
- CCOC(=O)C1C(C(=O)NN)C1C(=O)Nc1ccccc1 (stereo unspecified)
 : -0.46 | 1 | -10 | -13 | -1 | 0 | -2 | -6 | -13
- CC1(C)CC2CC(C)(CN2S(=O)(=O)c2ccc(C(=O)Nc3ccc(Cl)c(S(=O)(=O)N4CCOCC4)c3)cc2)C1 (stereo unspecified)
 : . | 2 | 8 | 2 | -4 | -20 | 1 | -19 | -3
- COc1ccc(CCNC(=O)c2ccc3c(c2)SC2=NS(=O)(=O)CCN23)cc1
 : 0.011 | -17 | 0 | 4 | -16 | -19 | 6 | -31 | -3
- CC(=O)Nc1ccc(NC(=O)C2CCCN(c3nnc(-n4cccc4)s3)C2)cc1 (stereo unspecified)
 : 0.72 | -23 | 1[fluorescence artefact?] | 3 | 1 | -12 | -6 | -19 | 0
- CCCCCC(=O)N1CC2(C)CN(C(=O)CCCCC)CC(C)(C1)C2=O
 : . | -4 | -4 | 1 | 6 | -2 | -11 | -7[20 µM] | -2
- CN(c1ccccc1)S(=O)(=O)c1ccc(NC(=O)c2ccccc2)cc1
 : -1 | -8 | -9[fluorescence artefact?] | -7 | 14 | -15 | -14 | -15 | -6
- COc1ccc(CCNC(=O)c2nc3ncccn3n2)cc1OC
 : -0.74 | -2 | -5 | -6 | 8 | -1 | -16 | -1[20 µM] | -6
- O=c1cc(O)c2ccccc2n1Cc1ccccc1Cl
 : -1.8 | -20 | -11 | -1 | -1 | -8 | -4 | -26 | -4
- CCCn1c(N)c(Sc2ccccc2)c(=O)n(CCC)c1=O
 : 0.0027 | -13 | -13 | -2 | -1 | -8 | -6 | -14[20 µM] | -1

Entries listed so far with a furan ring, fused or not (2):
Value order – Cl transport mod | EBV gp42 block | 14-3-3 Bad inh | thrombin 1536 | eIF4E 4G PPI | NCF1 inh | KLK5 inh | Furin inhibitor | Rad51 HR inh
- N#CCCN1CCN(C(=S)c2ccc(-c3cc(Cl)ccc3Cl)o2)CC1
 : . | 9 | -6 | 5 | 0 | -19 | 3 | -10 | .
- O=C(CN(CCc1ccccc1)C(=O)CNS(=O)(=O)c1ccc(F)cc1)NCc1ccco1
 : -1.7 | -17 | -4 | -2 | 7 | -13 | -11 | -6 | -5

The list goes on:
Value order – Cl transport mod | EBV gp42 block | 14-3-3 Bad inh | thrombin 1536 | eIF4E 4G PPI | NCF1 inh | KLK5 inh | Furin inhibitor | Rad51 HR inh
- O=C(CC(=O)N/N=C/c1ccc(O)cc1)N/N=C/c1ccc(O)cc1
 : 0.97 | 17 | -3 | 4 | 7 | 5 | 7 | -23 | 0
- CN(C)C(/C=C/Nc1ccc(F)cc1)=C(C#N)C#N
 : -0.78 | 10 | -12 | 0 | 0 | -9 | -5 | -22[20 µM] | -1
- Cc1ccc(C(=O)Nc2nc(=O)n(C(=O)CC(C)C)s2)cc1
 : -2.2 | -16 | 43 | -6 | 2 | 3 | -9 | -13[20 µM] | -11
- Clc1ccc(SCc2csc(N3CCOCC3)n2)cc1
 : 0.92 | -4 | -4 | -7 | -3 | -6 | 17 | -8 | 7
- COCCCNC(=O)Cn1c(=O)n(CCCCCC(=O)NCc2ccc3c(c2)OCO3)c(=O)c2sccc21
 : 0.42 | -10 | 1 | 9 | -1 | -1 | 4 | -5 | 1
- CN(CC(=O)O)c1ccc(S(=O)(=O)N2CCOCC2)cc1[N+](=O)[O-]
 : -0.088 | -3 | -19 | 1 | -3 | -2 | 2 | -17 | 4
- FC(F)(F)c1nc2ccccc2nc1N/N=C/c1c(Cl)cccc1Cl
 : . | -14 | -3 | -9 | 7[fluorescence artefact?] | -13 | 3 | -16[20 µM] | .
- O=c1cc(N2CCN(Cc3ccccc3)CC2)[nH]c(=O)n1Cc1ccc(F)cc1
 : 0.31 | 4 | -8 | -5 | -1[fluorescence artefact?] | 7 | -23 | -10 | -3
- CCc1nnc(NC(=O)CSc2nnc(-c3ccc(S(=O)(=O)N(CC)CC)cc3)n2CC)s1
 : -3.6 | -12 | -9 | 4 | -6 | -6 | -12 | -10[20 µM] | -3
- CC(C)OC(=O)Cn1cc(C#N)c2ccccc21
 : 1.2 | -1 | 2 | -4 | -2 | 6 | 4 | -26 | -3
- CCCCOCCCNC(=O)CN1C(=O)c2ccccc2C1=O
 : 0.23 | -17 | -8 | -1 | 14 | -4 | -3 | -7[20 µM] | -7
- Nc1ccn([C@@H]2O[C@H](CO)[C@@H](O)[C@@H]2O)c(=O)n1
 : -0.17 | -7 | 8 | -1 | -1 | 1 | -2 | -14 | -8
- CCOC(=O)C(NC(=O)CC)(Nc1ccccc1)C(F)(F)F (stereo unspecified)
 : -0.031 | -2 | 6 | -2 | 0[fluorescence artefact?] | -4 | -13 | -17 | .
- CCc1c(C)c2ccc(OCC(=O)N(C)C)c(C)c2oc1=O
 : 2.3 | -23 | 7 | 3 | 11 | -3 | -10 | -32[20 µM] | -3
- COc1ccc(N2C(=O)CCC(C(=O)O)C2c2ccccc2OC)cc1 (stereo unspecified)
 : -0.068 | 0 | 3 | 3 | -13 | 0 | 4 | -32 | .
- COc1cc(OC)c(S(=O)(=O)N2CCN(C(=O)c3ccccc3F)CC2)cc1NC(C)=O
 : 0.25 | -2 | -10 | -12 | 4 | -6 | -6 | -11 | 10
- CC1CN=C(NC2CCCCC2C)S1 (stereo unspecified)
 : . | 18 | 28[fluorescence artefact?] | -4 | -6 | 0 | -5 | -23 | 2
- C=CC(=O)Nc1ccc(Br)cc1
 : . | -5 | -5 | 0 | -10[fluorescence artefact?] | -3 | -10 | -22[20 µM] | 8
- COC(=O)c1ccc(C2Nc3cccc4cccc(c34)N2)cc1
 : -1.2 | 2 | -11 | . | -2 | 0 | 10 | 10 | -6
- Cc1ccc2ncnc(NCCCCCC(=O)O)c2c1
 : 0.79 | -13 | -2 | -10 | 7 | -1 | 2 | 5 | -16
- COC(=O)c1ccc(C23CC4(C2)[C@H](CN(Cc2ccc(-c5ccccc5)cc2)[C@@H]4c2ccccc2)C3c2ccc(C(F)(F)F)cc2)cc1 (stereo partly specified)
 : -0.029 | -38 | 1 | -5 | -2 | -37 | -1 | -24 | -6
- COCCn1c(SCC(=O)NCc2ccc3c(c2)OCO3)nnc1-c1c[nH]c2ccccc12
 : . | -32 | 13[fluorescence artefact?] | 1 | 1[fluorescence artefact?] | -1 | 6 | -34 | 3
- Cc1nn(C)c(C)c1S(=O)(=O)N1CCC(C(=O)NCC2COc3ccccc3O2)CC1 (stereo unspecified)
 : . | 8 | 4 | 0 | 4 | -9 | 4 | -26 | 2
- CC(=O)c1c(C)[nH]c(C(=O)Nc2cccnc2)c1C
 : 1.1 | -6 | -10[fluorescence artefact?] | -18 | 0[fluorescence artefact?] | 5 | -10 | -14 | 4
- COCCn1nnnc1C(c1ccc(OC)cc1)N1CCN(c2ccccc2F)CC1 (stereo unspecified)
 : . | -5 | 44 | 3 | 3 | -7 | -16 | -22 | 9
- Cc1cccc(NC(=S)N(C)C)c1C
 : 0.016 | -9 | -5 | -6 | -8 | -17 | -2 | -9 | -1
- O=[N+]([O-])c1ccc(S(=O)(=O)N/N=C/c2ccco2)cc1
 : 0.89 | 0 | -1 | -5 | 0 | -6 | . | -18 | .
- CN(C)C(=O)CC12CC3CC(C1)CC(CC(=O)N(C)C)(C3)C2
 : 2.7 | -10 | -5 | -1 | 1 | -1 | 0 | -22 | -1
- COc1cc(-c2ccc(Nc3ccccc3C(=O)O)c(OC)c2)ccc1Nc1ccccc1C(=O)O
 : -3.8 | 69* | 97* | 4 | 78* | -2 | 4 | -6 | 0
- CCOc1cc(N2CCOCC2)c(OCC)cc1NC(=O)c1ccc(C)s1
 : 0.0008 | -9 | -7 | -1 | 4 | -1 | 5 | -5 | -11
